SR-BI uptake up – activators of SR-BI mediated DiI-HDL uptake, primary screen, ldlA[mSR-BI] CHO cells, DiI fluorescence | 3 h; 100 = double the neutral-control signal | activation, % at 12.5 µM | 320,000 compounds, 0.096% hits | AID 504775, 2011;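 active = mean replicate activation of at least 60% and every replicate at or above 60%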;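 note: 0% = median plate neutral-control signal and 100% = twice that signal; values of inactives mirror those of a sister screen read the other way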
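Test system: SR-BI-overexpressing, LDLR-lacking CHO cells. Measured by: DiI fluorescence, bottom read. Medium: Ham's F12 with 0.5% BSA, HEPES 25 mM, pH 7.4. Timing: 3 h uptake period with compound, 37 °C.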
PvdQ acylase – P. aeruginosa PvdQ acylase inhibitors, primary screen, biochemical, fluorescence, plate reader and imaging, single point; PvdQ acylase [Pseudomonas aeruginosa LESB58]; AID 488965, 2010; inhibition, % at 10 µM; purified PvdQ acylase; 340,000 compounds, 0.063% hits; in the data active = inhibition above about 30%, passing the limit was not always enough;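 note: 0% = vehicle neutral wells and 100% = reference inhibitor wells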
SR-BI HDL uptake – inhibitors of SR-BI mediated HDL lipid uptake, primary screen, ldlA[mSR-BI] cells, fluorescence, single point; ldlA[mSR-BI] CHO cells, DiI-HDL uptake fluorescence, 3 h; 320,000 compounds, 0.96% hits; AID 488896, 2010; inhibition, % at 12.5 µM; Scavenger receptor class B member 1 (Mus musculus), Q61009;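 active = mean replicate inhibition of at least 70% and a set share of replicates each scoring 70 or more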;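 note: 0% = median of neutral control wells and 100% = median of positive control wells; values of inactives mirror those of a sister screen read the other way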
RTF Ca sens act – cardiac RTF calcium sensitivity activators, primary screen, biochemical, IANBD-TnC fluorescence, EC20 calcium; Troponin I, cardiac muscle (Homo sapiens) + Troponin T, cardiac muscle (Homo sapiens) + …; IANBD-labeled TnC RTF fluorescence at EC20 calcium; 0% EC20 calcium, 100% full calcium; activation, % at 7.2 µM; 340,000 compounds, 0.24% hits; AID 493008, 2010;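 active = activation above the mean over all tested compounds plus 3 SD, cut at about 30% in these data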;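 note: rise in fluorescence read as greater calcium sensitivity of cardiac thin filaments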
CDK5 p35 inh – inhibitors of human CDK5/p35 kinase, primary screen, biochemical, single concentration; inhibition, % at 10 µM; 330,000 compounds, 0.01% hits; Recombinant CDK5/p35, ADP-Glo luminescence, 60 min; AID 488839, 2010;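 active = highest replicate inhibition of at least 50% and at least 75% of replicates reaching 50%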;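 note: plate controls were DMSO neutral control for no effect and GW8510 at 10 µM for full effect; many of its hits are not listed in these tables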
dFosB activator – activators of delta FosB homodimer, primary screen, biochemical, fluorescence polarization, TAMRA-CDK5 oligo, single point. 340,000 compounds, 0.99% hits. AID 493131, 2011. purified delta FosB; percent of positive-control signal above neutral wells. Protein FosB (Mus musculus), P13346. activation, % at 25 µM;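 active = mean activation above about 17%, with every replicate also reaching it, limit read from the data, passing the limit was not always enough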;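 note: fluorescence polarization rise as delta FosB binds a TAMRA Cdk5 AP-1 oligo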
Target sequence (P13346 whole entry, looked up): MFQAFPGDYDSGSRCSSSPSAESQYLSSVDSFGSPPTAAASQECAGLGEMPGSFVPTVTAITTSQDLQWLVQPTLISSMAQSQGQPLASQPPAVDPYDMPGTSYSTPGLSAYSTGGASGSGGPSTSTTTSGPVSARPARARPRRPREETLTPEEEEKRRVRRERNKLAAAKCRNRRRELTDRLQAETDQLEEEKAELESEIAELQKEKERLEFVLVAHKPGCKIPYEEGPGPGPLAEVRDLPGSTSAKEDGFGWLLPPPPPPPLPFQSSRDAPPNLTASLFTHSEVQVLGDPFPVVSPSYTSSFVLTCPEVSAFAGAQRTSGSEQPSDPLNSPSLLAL
Rtt109 Vps75 – inhibitors of C. albicans Rtt109/Vps75 HAT, primary screen, biochemical, ThioGlo CoA-SH fluorescence, plate reader; Histone acetyltransferase RTT109 (Candida albicans (strain SC5314 / ATCC MYA-2876)), …; purified Rtt109/Vps75, 4 h; inhibition, % at 34.9 µM; 330,000 compounds, 0.16% hits; AID 540336, 2011;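 active = inhibition of at least 50% in every replicate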
Target sequence (Q5AAJ8 whole entry, looked up): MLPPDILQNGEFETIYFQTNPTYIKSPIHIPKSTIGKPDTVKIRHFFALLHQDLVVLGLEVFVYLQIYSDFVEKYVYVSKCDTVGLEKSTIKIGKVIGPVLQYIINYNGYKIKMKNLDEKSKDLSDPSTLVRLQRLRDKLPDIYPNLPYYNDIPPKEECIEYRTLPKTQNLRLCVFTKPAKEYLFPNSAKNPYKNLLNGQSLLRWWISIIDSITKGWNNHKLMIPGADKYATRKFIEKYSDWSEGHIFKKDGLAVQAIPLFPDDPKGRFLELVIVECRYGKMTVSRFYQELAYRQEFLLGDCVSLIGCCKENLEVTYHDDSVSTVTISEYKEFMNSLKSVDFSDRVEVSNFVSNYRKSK
HTR5A ag ctr – HTR5A agonists in luminescence cell assay, primary screen, counter-screen for OPRM1-OPRD1 heterodimer agonist project, full-deck HTS; cell-based; 5-hydroxytryptamine receptor 5A (Homo sapiens), P47898; 340,000 compounds, 0.61% hits; AID 504692, 2011; activation, % at 9.3 µM; in the data active = activation mostly above about 9.5%, no sharp cut-off; inactive = mostly below about 7.6%;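 note: 0% = cells with vehicle only and 100% = reference agonist; strong numbers were not always called active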
Target sequence (P47898 whole entry, looked up): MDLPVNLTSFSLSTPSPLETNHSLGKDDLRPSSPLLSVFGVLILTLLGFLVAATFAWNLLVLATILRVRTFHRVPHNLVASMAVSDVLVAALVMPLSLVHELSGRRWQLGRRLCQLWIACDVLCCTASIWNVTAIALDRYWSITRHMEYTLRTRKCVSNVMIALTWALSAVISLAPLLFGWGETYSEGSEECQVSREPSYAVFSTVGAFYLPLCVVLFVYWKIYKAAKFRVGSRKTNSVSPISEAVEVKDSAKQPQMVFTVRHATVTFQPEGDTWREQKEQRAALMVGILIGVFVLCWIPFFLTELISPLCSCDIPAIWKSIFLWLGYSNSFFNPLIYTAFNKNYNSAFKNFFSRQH
MITF TRPM1 HTS – activators of MITF-driven TRPM1 promoter reporter, primary screen, cell-based, SK-MEL-5, luciferase, single point | SK-MEL-5 TRPM1-promoter luciferase, 24 h; % of positive control, neutral wells = 0 | activation, % at 12.5 µM | 300,000 compounds, 0.75% hits | AID 588334, 2011;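 active = mean activation of at least 80% with every replicate also reaching 80%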;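 note: 0% = neutral control wells and 100% = parthenolide positive control wells; values of inactives mirror those of a sister screen read the other way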
Wnt act – Wnt/beta-catenin pathway activators, primary screen, cell-based, plate reader, single point; AID 743398, 2014; Wnt/beta-catenin reporter cell assay, activator; 300,000 compounds, 1.2% hits; activation, % at 9.35 µM; in the data active = activation above about 30%, passing the limit was not always enough;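 note: 0% = neutral control wells and 100% = positive control wells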
Numbers without * were called inactive; nt = no result given.

SMILES | SR-BI uptake up | PvdQ acylase | SR-BI HDL uptake | RTF Ca sens act | CDK5 p35 inh | dFosB activator | Rtt109 Vps75 | HTR5A ag ctr | MITF TRPM1 HTS | Wnt act
CC(C)(C)OC(=O)NCCc1nnc(SCC(N)=O)o1 | 13 | 11 | -13 | -3 | 0.2 | 2 | -1 | -5 | nt | 0
O=C(Nc1ccccc1N1CCN(C(=O)c2ccc(Cl)cc2)CC1)c1cccnc1 | -18 | -7 | 18 | 4 | -4.5 | -9 | 3 | 2 | -5 | -1
CC(=O)c1ccccc1NC(=O)COC(=O)c1cc2ccccc2[nH]1 | nt | 8 | 23 | -3 | 1.2 | 9 | nt | -7 | -23 | 1
C=C1N(C)c2cc([N+](=O)[O-])c(N)cc2C1(C)C | -26 | -8 | 26 | 1 | 2.0 | -8 | nt | -6 | -5 | -1
O=C(CC1C(=O)NCCN1Cc1cccc(F)c1)NCCCOc1cccnc1 (stereo not drawn) | 3 | 2 | -3 | -4 | -1.3 | 2 | -5 | -3 | -8 | -1
CCCCCCNC(=O)Cc1nc2nc(C)cc(C)n2n1 | 18 | -5 | -18 | 0 | -0.3 | -1 | -4 | 1 | -6 | nt
CC(C)(C)C(=O)OCc1nc(-c2ccc3c(c2)OCCO3)cs1 | 40 | -10 | -40 | 0 | 3.2 | -9 | -1 | -1 | 58 | 7
COC(=O)c1cc(=O)n(Cc2cccs2)c(=Nc2ccccc2)s1 | nt | 11 | nt | -1 | -0.4 | -6 | 9 | -5 | -3 | 5
COc1cc(OC)cc(C(=O)NCC(=O)OCC(=O)c2ccc3c(c2)-c2ccccc2C3)c1 | -5 | -10 | 5 | -3 | 0.5 | -2 | -25 | 0 | 1 | -9
CCCN(CC(=O)Nc1ccccc1C)C(=O)c1ccc(C2SCCS2)cc1 | -19 | -9 | 19 | 0 | 0.7 | -7 | -4 | -2 | -9 | -5
O=c1c2nccnc2[nH]c(=S)n1Cc1ccccc1Cl | nt | 8 | nt | -2 | -0.5 | -3 | 6 | -2 | 13 | -2
CCOC(=O)C1=C(C)N(Cc2ccccc2)C(=O)NC1c1ccc(OC)cc1 (stereo not drawn) | -44 | -9 | 44 | 3 | -1.6 | -7 | 7 | 0 | -3 | -8
O=C(CCC(=O)Nc1ccc(Cl)cc1Cl)NNC(=O)[C@@H]1CCCC[C@@H]1C(=O)O | -19 | -6 | 19 | -2 | 1.4 | -3 | 0 | 0 | 7 | nt
Cc1ccc(-n2ncc3c(NCCCN4CCCC4=O)ncnc32)c(C)c1 | 1 | -6 | -1 | 2 | 0.1 | -2 | -6 | -2 | -24 | -5
COc1ccc(-n2ncc3c2CC(C)(C)CC3NC(=O)c2ocnc2C)cc1 (stereo not drawn) | -20 | -11 | 20 | 1 | -0.1 | -11 | -2 | 1 | -4 | -3

An excerpt from above in order of the MITF TRPM1 HTS value, low to high.
SMILES | MITF TRPM1 HTS
Cc1ccc(-n2ncc3c(NCCCN4CCCC4=O)ncnc32)c(C)c1 | -24
CC(=O)c1ccccc1NC(=O)COC(=O)c1cc2ccccc2[nH]1 | -23
CC(C)(C)C(=O)OCc1nc(-c2ccc3c(c2)OCCO3)cs1 | 58

(list continues)
SMILES | SR-BI uptake up | PvdQ acylase | SR-BI HDL uptake | RTF Ca sens act | CDK5 p35 inh | dFosB activator | Rtt109 Vps75 | HTR5A ag ctr | MITF TRPM1 HTS | Wnt act
O=C(NCc1ccccc1)NC1(C(=O)N2CCCC2)CCCCC1 | 59 | -5 | -59 | -1 | -1.5 | -3 | -6 | 1 | -2 | -3
CCS(=O)(=O)Nc1cccc(C2=NN(C(C)=O)C(c3cccs3)C2)c1 (stereo not drawn) | -13 | -2 | 13 | 2 | 1.2 | -4 | -5 | -3 | -4 | -2
CCN(CC)S(=O)(=O)c1ccc2[nH]cc(C(=O)NCCCN3CCCCC3)c(=O)c2c1 | -29 | 9 | 29 | 2 | 1.0 | -14 | 22 | 2 | -4 | -1
Cc1ccc(NS(=O)(=O)c2cccc3nsnc23)cc1 | nt | -15 | nt | 1 | -1.5 | 4 | -15 | -3 | -9 | 2
Cc1cccc(C)c1NC(=O)CC(C)c1ccccc1 (stereo not drawn) | nt | -8 | nt | 4 | -1.2 | 2 | 0 | -3 | 2 | -1
COc1ccc(-c2cc(C(=O)N(C)Cc3ccccc3F)c3ccccc3n2)cc1OC | -62 | 1 | 62 | -2 | 1.3 | -14 | 4 | 0 | -6 | 1
CC(=O)N1CCc2cc(S(=O)(=O)NC(C(=O)N3CCN(c4ccccc4F)CC3)C(C)C)ccc21 (stereo not drawn) | nt | -15 | nt | 0 | 1.0 | -2 | 4 | 4 | 3 | 0
CCc1cc(C(=O)NNC(=S)Nc2ccccc2C)cs1 | 2 | -21 | -2 | 0 | -2.0 | -1 | -6 | 0 | nt | nt
NS(=O)(=O)c1ccc(CCNC(=O)c2ccc(Cl)nc2)cc1 | 19 | -16 | -19 | -3 | -0.7 | 9 | 0 | -3 | nt | -2
Cc1ccc(C(=O)NNC(=O)c2ccccc2)cc1S(=O)(=O)N1CCCCC1 | 1 | -8 | -1 | -2 | -1.0 | 0 | -6 | 2 | -3 | 1
COc1ccc(C)cc1S(=O)(=O)Nc1cccc(C)c1 | 22 | -20 | -22 | 3 | -7.4 | -4 | -11 | 4 | 1 | -1
C#CCOc1ccc(C2C3=C(CC(C)(C)CC3=O)N(CC(=O)O)C3=C2C(=O)CC(C)(C)C3)cc1OC | 25 | -6 | -25 | 1 | -0.7 | -3 | 0 | -2 | nt | -2
CCC(=O)OCC(=O)[C@@]1(OC(=O)CC)[C@@H](C)C[C@H]2[C@@H]3CCC4=CC(=O)C=C[C@]4(C)[C@@]3(Cl)[C@@H](O)C[C@@]21C | -36 | 7 | 36 | -4 | -0.4 | -13 | 10 | 0 | 2 | -2
CCOC(=O)c1sc(NC(=O)CN2CCCC2)c(C(=O)OCC)c1C | -39 | -19 | 39 | -1 | 0.5 | -8 | -4 | 2 | -6 | nt
CCOC(=O)C1CCN(S(=O)(=O)c2ccc(Cl)nc2)CC1 | 2 | -15 | -2 | 0 | 1.0 | 2 | -6 | 1 | -11 | -4
COCCCN1CCN(C2Cc3ccccc3Sc3ccc(Cl)cc32)CC1 (stereo not drawn) | -48 | -12 | 48 | 10 | 0.5 | -1 | 7 | 5 | 14 | nt
COc1cccc(/C(C)=N/NC(=O)c2cc(-c3cccnc3)nc3ccccc23)c1 | -12 | -7 | 12 | 6 | -1.6 | -12 | -2 | -1 | -8 | -6
COc1ccc(C(=O)NCC(=O)OCC(=O)Nc2c(C)n(C)n(-c3ccccc3)c2=O)cc1 | -2 | -17 | 2 | -6 | 0.7 | -7 | 1 | -4 | -2 | -8
CCOc1cc(N2CCOCC2)c(OCC)cc1NC(=O)COC(=O)CCc1c[nH]c2ccccc12 | -57 | -13 | 57 | -2 | 1.4 | -3 | -3 | 7 | -6 | nt
O=C(NCCC1=CCCCC1)C1CCN(S(=O)(=O)c2cccc3nsnc23)CC1 | -15 | 7 | 15 | -20 | 0.3 | -9 | 1 | -2 | 6 | nt
COc1ccccc1NC(=S)NC(NC(=O)C(C)C)C(Cl)(Cl)Cl (stereo not drawn) | -19 | -9 | 19 | -1 | 1.0 | 3 | 3 | 0 | 6 | -2
Cc1ccc(S(=O)(=O)N(c2ccccc2)C2CCS(=O)(=O)C2)cc1 (stereo not drawn) | 3 | 9 | -3 | -6 | -0.5 | -3 | 3 | 2 | 8 | nt
COc1ccccc1N1CCN(C(=O)c2cc(-c3ccc(Cl)cc3)on2)CC1 | -12 | -28 | 12 | -1 | -5.2 | -8 | 0 | -1 | 9 | -3
Cc1ccccc1NC(=O)CN1C(=O)N/C(=C\c2cccn2-c2cccc(C(=O)O)c2)C1=O | 9 | -6 | -9 | -1 | -2.2 | -13 | 5 | -2 | -5 | 0
Cc1nnc(SCC(=O)Nc2ncc(Cl)cc2Cl)n1Cc1ccccc1 | 25 | -17 | -25 | 2 | -3.2 | -6 | -3 | -1 | -7 | nt
C=CCn1c2ccccc2c2nnc(SCCN3CCCCC3)nc21 | -18 | -11 | 18 | -1 | 1.2 | -11 | 3 | -1 | -7 | 0
O=C(c1ccco1)N1CCN(c2ncnc3c(-c4ccc(Cl)cc4)nsc23)CC1 | nt | -14 | nt | 23 | -0.6 | 4 | 10 | -4 | -13 | nt

Sorted by number of heavy atoms (low to high): part of the list above
SMILES | SR-BI uptake up | PvdQ acylase | SR-BI HDL uptake | RTF Ca sens act | CDK5 p35 inh | dFosB activator | Rtt109 Vps75 | HTR5A ag ctr | MITF TRPM1 HTS | Wnt act
O=c1c2nccnc2[nH]c(=S)n1Cc1ccccc1Cl | nt | 8 | nt | -2 | -0.5 | -3 | 6 | -2 | 13 | -2
COC(=O)c1cc(=O)n(Cc2cccs2)c(=Nc2ccccc2)s1 | nt | 11 | nt | -1 | -0.4 | -6 | 9 | -5 | -3 | 5
Cc1nnc(SCC(=O)Nc2ncc(Cl)cc2Cl)n1Cc1ccccc1 | 25 | -17 | -25 | 2 | -3.2 | -6 | -3 | -1 | -7 | nt
COc1ccccc1N1CCN(C(=O)c2cc(-c3ccc(Cl)cc3)on2)CC1 | -12 | -28 | 12 | -1 | -5.2 | -8 | 0 | -1 | 9 | -3
COc1cccc(/C(C)=N/NC(=O)c2cc(-c3cccnc3)nc3ccccc23)c1 | -12 | -7 | 12 | 6 | -1.6 | -12 | -2 | -1 | -8 | -6
COc1ccc(C(=O)NCC(=O)OCC(=O)Nc2c(C)n(C)n(-c3ccccc3)c2=O)cc1 | -2 | -17 | 2 | -6 | 0.7 | -7 | 1 | -4 | -2 | -8
CCOc1cc(N2CCOCC2)c(OCC)cc1NC(=O)COC(=O)CCc1c[nH]c2ccccc12 | -57 | -13 | 57 | -2 | 1.4 | -3 | -3 | 7 | -6 | nt

Assay outcomes: PubChem, several laboratories
